# USP2a inh: inhibitors of human ubiquitin-specific protease USP2a | 0.01% of 330,000 active | USP2 core, Ub-CHOP2 coupled fluorogenic reporter, 485/531 | AID 463254 | Potency, µM (series often up to 38.3 µM), for inactives: at the highest dose activity change, negative = inhibition, actives largely listed as inhibitors;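 note: potency is the fitted concentration of half-maximal effect; plate controls were DMSO wells for no effect and full inhibition by NEM control for full effect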
#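 USP2 core (10nM final) preincubated 30min RT with compound in 20mM Tris-HCl pH 8.0, 2mM CaCl2, 2mM beta-mercaptoethanol, 0.05% CHAPS; 25nM Ub-CHOP2 plus 25nM reporter substrate added, fluorescence (Ex485/Em531) read after 60min.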
# KCNH2 3.1 block: inhibitors of human KCNH2 3.1 potassium channel isoform; U2OS KCNH2 3.1, thallium flux FluxOr; active compounds read low; activity change, % (tested at about 1.8 µM); 0.95% of 340,000 active;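 active = maximum activity change below -70%; inconclusive = maximum activity change from -70% to -50%; inactive = maximum activity change above -50%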;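 note: thallium influx rate constant from kinetic fluorescence after stimulation buffer; % is set by controls: 0 for no effect and ±100 for the full control effect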
#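 Virally transduced U2OS (3.1 isoform, 4 h infection in dark at RT) → overnight 37 C → FluxOr + Red40 in HBSS/HEPES, 45 min → stimulation buffer, 2 min kinetic read → rate constant vs DMSO controls.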
# MLL CXXC-DNA inh: inhibitors of human MLL CXXC domain-DNA interaction | Q03164 | MLL-CXXC / FITC-HOXA9 DNA fluorescence polarization | Potency, µM (doses to about 115 µM), for inactives: at the top dose activity change, negative = inhibition, actives largely listed as inhibitors | 0.037% of 290,000 active; active = well fitted inhibition curve with a large enough effect in the polarisation, with a control signal flat, not every such curve was filed as active; inconclusive = small, poorly fitted or top-dose-only effect, or effect the other way, or a change in a side signal; inactive = no such curve, though single readings can be large or run the other way; the % refers to the polarisation; note: potency is the fitted concentration of half-maximal effect
#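 Purified MLL-CXXC (added from a 7 uM solution) was preincubated 5 min at ambient with pinned compounds in 50 mM Tris-HCl pH 7.5, 50 mM NaCl, 1 mM DTT, 0.05% BSA. Fluorescein-labeled HOX-A9 DNA (50 nM solution) followed, 30 min, then polarization read.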
# TRPV1 agonist: agonists of human vanilloid receptor 1 (TRPV1); Q8NER1; 0.19% of 320,000 active; activation, % at 8.33 µM; TRPV1-expressing cells, Fluo-8 calcium influx, agonist mode; in the data active = activation above about 80%; inconclusive = between about 30% and that limit; note: 0% is about no effect
#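 Fluo-8 calcium influx in TRPV1-expressing cells, kinetic read (ex 480/em 520 nm). Compound added and read 3 min for agonist activity, followed by capsaicin at EC20 final and 2 min further read for enhancement.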
# PKM2 act: PKM2 (human) enzyme activation; purified PKM2, Kinase-Glo ATP luminescence, activation; response scale: 0% is enzyme alone, no compound; Potency, µM (top dose mostly 57.5 µM), inactives show at the highest dose activation, actives largely listed as activators; 0.34% of 260,000 active; AID 1631; note: potency is the fitted concentration of half-maximal effect; % is set by controls: 0 for no effect and ±100 for the full control effect; nearly all actives have a fitted effect of over 55% in size
#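 hPK-M2, >95% pure; 0.1 mM ADP / 0.5 mM PEP final; imidazole pH7.2 buffer w/ 7 mM MgCl2, 50 mM KCl; 1 h RT; Kinase-Glo lum. Intermediate enzyme activity for dual inhibitor/activator qHTS.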
# Menin MLL FP TR: displaces Texas Red mutant MLL peptide from human menin. O00255. Menin + Texas Red MLL mutant peptide, fluorescence polarization. Potency, µM (doses to about 61.6 µM), for inactives: at the highest dose FP activity change, negative = inhibition, usual class: inhibitors. 0.23% of 270,000 active; active = well fitted inhibition curve with a large enough effect in the polarisation, with a control signal flat, not every such curve was filed as active; inconclusive = small, poorly fitted or top-dose-only effect, or effect the other way, or a change in a side signal; inactive = no such curve, though single readings can be large or run the other way; the % refers to the polarisation; note: potency is the fitted concentration of half-maximal effect; % of control where 0% means no effect; many of its hits are not listed in these tables
# B2AR arrestin: agonists driving beta-arrestin recruitment to human beta2-adrenergic receptor. P07550. beta-arrestin recruitment to beta2AR, cell-based reporter. Potency, µM (titrated, usually from 46.1 µM), without a hit: at the highest dose activation, hits mostly activators. 0.02% of 330,000 active. AID 492947;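 note: potency is the fitted concentration of half-maximal effect; 0% = DMSO controls and full agonism = EC100 isoproterenol or metaproterenol; nearly all actives have a fitted effect of over 65% in size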
# GALK inh: blocks human galactokinase activity; Purified GALK, Kinase-Glo residual ATP luminescence; Potency, µM (series often up to 57.5 µM), for inactives: top-dose activity change, negative = inhibition, hits mostly inhibitors; 0.007% of 270,000 active; AID 1868; note: potency is the fitted concentration of half-maximal effect; % is set by controls: 0 for no effect and ±100 for the full control effect
#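 Human GALK (5 nM) with 35 uM ATP and 100 uM galactose in 20 mM HEPES pH 8.0, 5 mM MgCl2, 60 mM NaCl, 1 mM DTT, 0.01% BSA. After 1 h at room temperature, leftover ATP was read by Kinase-Glo Plus luminescence.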
# Coupling enz: coupling enzyme interference in Giardia aldolase counter-screen. activity change, negative = inhibition, % at 58.2 µM, hits read low. coupling enzyme system counterscreen, AmpLite Red fluorescence. 0.67% of 290,000 active; in the data active = activity change below about -30%; note: % is set by controls: 0 for no effect and ±100 for the full control effect
#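 Coupling enzymes only (glyceraldehyde-3-phosphate) + compound, at 57.5 uM final, 10 min RT; add substrate/coupling/AmpLite Red mix, 20 min RT; fluorescence ex 525/em 598 nm. Actives flag coupling-system interference.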
# Giardia killer: Giardia lamblia killing. Giardia lamblia trophozoite viability. activity change, % at 7.66 µM, hits read low. 0.15% of 340,000 active. AID 540267; in the data active = activity change below about -80%; inconclusive = between about -30% and that limit;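 note: parasites exposed to compound for two days anaerobically before the ATP read; % is set by controls: 0 for no effect and ±100 for the full control effect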
#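 Giardia lamblia trophozoites (100 cells/well) were incubated with compounds for 48 h at 37 deg C under anaerobic conditions. Viability was read as ATP content by one-step luminescence after 15-30 min at room temperature.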
# hERG WT inh: KCNH2 (human, wildtype) channel inhibition. U2OS, BacMam KCNH2, thallium flux FluxOr; active compounds read low. activity change, % at 1.84 µM. 0.37% of 340,000 active. Q12809;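 active = maximum activity change below -70%; inconclusive = maximum activity change between -70% and -50%; inactive = maximum activity change above -50%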; note: % is set by controls: 0 for no effect and ±100 for the full control effect
# Target sequence (Q12809 whole entry, looked up): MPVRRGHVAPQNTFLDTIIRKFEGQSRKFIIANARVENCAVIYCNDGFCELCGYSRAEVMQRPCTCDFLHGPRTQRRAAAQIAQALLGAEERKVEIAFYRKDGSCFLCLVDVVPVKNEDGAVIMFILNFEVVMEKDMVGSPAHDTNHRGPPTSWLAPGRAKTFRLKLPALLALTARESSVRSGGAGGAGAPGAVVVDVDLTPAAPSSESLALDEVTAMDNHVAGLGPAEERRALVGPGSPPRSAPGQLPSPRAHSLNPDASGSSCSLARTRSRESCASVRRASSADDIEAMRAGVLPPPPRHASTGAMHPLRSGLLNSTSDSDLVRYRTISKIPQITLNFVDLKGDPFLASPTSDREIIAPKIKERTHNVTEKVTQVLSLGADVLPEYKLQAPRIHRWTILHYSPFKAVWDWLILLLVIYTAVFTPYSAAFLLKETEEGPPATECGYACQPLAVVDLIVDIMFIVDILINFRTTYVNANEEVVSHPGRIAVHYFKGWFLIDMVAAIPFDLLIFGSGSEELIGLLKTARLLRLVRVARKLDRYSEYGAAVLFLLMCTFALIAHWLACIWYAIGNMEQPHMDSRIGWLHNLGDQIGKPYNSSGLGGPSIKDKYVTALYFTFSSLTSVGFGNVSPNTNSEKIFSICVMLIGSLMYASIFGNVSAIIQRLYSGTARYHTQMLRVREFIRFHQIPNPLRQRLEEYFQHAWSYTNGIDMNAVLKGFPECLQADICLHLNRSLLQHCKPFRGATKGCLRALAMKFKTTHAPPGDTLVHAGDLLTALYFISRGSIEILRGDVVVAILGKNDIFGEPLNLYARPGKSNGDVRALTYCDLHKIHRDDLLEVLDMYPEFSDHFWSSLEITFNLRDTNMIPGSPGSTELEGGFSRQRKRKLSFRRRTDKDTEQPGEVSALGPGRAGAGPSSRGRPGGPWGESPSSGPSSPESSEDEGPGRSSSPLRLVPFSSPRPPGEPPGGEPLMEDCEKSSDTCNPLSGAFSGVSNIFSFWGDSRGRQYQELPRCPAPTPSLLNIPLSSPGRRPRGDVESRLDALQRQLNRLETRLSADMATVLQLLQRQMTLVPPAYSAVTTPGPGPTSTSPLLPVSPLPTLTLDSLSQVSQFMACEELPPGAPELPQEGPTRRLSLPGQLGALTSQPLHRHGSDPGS
#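 U2OS cells were transduced with wild-type KCNH2 virus (2.03 x 10^8 / mL) for 4 h at room temperature, then cultured overnight at 37 C. Thallium flux was read with FluxOr dye. Rate constants were normalized to DMSO controls.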
# * marks the source's active call; other numbers are inactive results; i = inactive; ? = inconclusive; · = no result given; [ ] = dose if it differs, or a comment. Unless noted, calls come from the whole dose curve; as a rule, active = well fitted curve in the direction sought with a large enough effect; inconclusive = small, poorly fitted or top-dose-only effect, or another doubt; inactive = no such curve, though single readings can be large; an effect the other way counts as inactive or inconclusive.
SMILES,USP2a inh,KCNH2 3.1 block,MLL CXXC-DNA inh,TRPV1 agonist,PKM2 act,Menin MLL FP TR,B2AR arrestin,GALK inh,Coupling enz,Giardia killer,hERG WT inh
O=C(CSc1nc2ccccc2s1)c1cc2ccccc2o1,·,15,3%,-2,-2%,?,·,-2%,-4,-11,-15
O=C(Nc1ccccc1)c1cccc(S(=O)(=O)Oc2ccc([N+](=O)[O-])cc2)c1,2%,-6,-1%,4,-2%,?,0.5%,1%,-2,-6,-15
CC(C)(C)NC(=O)COC(=O)Cc1ccc(Cl)cc1,-4%,0,1%,-2,-14%,-12%,-0.4%,0%,10,17,3
CC(C)c1ccc(OCC(=O)NNC(=S)NC(=O)C2CC2)cc1,-3%,-4,7%,14,0%,·,4.0%,-1%,·,-4,-12
COc1cc(NC(=O)c2ccc(COCC(F)(F)F)cc2)cc(OC)c1OC,7%,1,-9%,0,-4%,?,0.3%,2%,-1,-11,-6
CNC(=O)c1ccsc1NC(=O)c1ccccc1,0%,0,1%,2,12%,·,0.0%,-1%,0,-3,-9
C=CCN(C(=O)C1CC(=O)N(C2CCCC2)C1)c1nc(-c2ccc(S(C)(=O)=O)cc2)cs1 (stereo not given),0%,-7,·,-1,·,·,-0.5%,·,·,0,-11
CC(=O)c1sc(NC(=O)c2cc(S(=O)(=O)N3CCOCC3)ccc2F)nc1C,1%,2,·,7,·,·,-1.0%,·,·,9,-4
O=C(N/N=C/c1c[nH]c2ccccc12)c1ccccc1O,6%,-4,?,-5,·,?,0.2%,1%,1,-6,1
Cc1cccc(-c2n[nH]c(S(C)(=O)=O)c2C#N)c1,-2%,-5,7%,1,0%,·,-0.2%,-4%,5,2,0
C=CC1=C(C(=O)O)N2C(=O)C(NC(=O)Cc3ccccc3)C2SC1 (stereo not given),1%,-1,-2%,2,?,1%,0.3%,-1%,-42*,31[activator],6
COc1ccccc1NC(=O)c1sc2nc(Cc3ccccc3)cc(C(F)(F)F)c2c1N,0%,-17,?,1,-1%,23%,-0.1%,-5%,-3,0,-31
Cc1ccc(C)c(NC(=O)c2c(Cl)nc3ccccn23)c1,6%,6,4%,26,-3%,-7%,-0.1%,0%,2,16,i
CCCc1n(CC)c2ccccc2[n+]1CC(O)COC1CCCCC1 (stereo not given),2%,3,6%,-1,12%,-13%,0.2%,0%,-1,0,-3
Cc1ccc(C)c(NC(=S)NNC(=S)Nc2ccc(C(C)C)cc2)c1,-23%,-97*,3%,11,-3%,?,-0.4%,-4%,-9,4,-14
O=C(CN1CCCCC1)NCCNC(=O)CN1CCCCC1,2%,8,-5%,-2,0%,9%,0.0%,8%,2,8,2
COc1ccc(C)cc1-n1nnnc1SCC(=O)N1CCC(C(=O)Nc2nccs2)CC1,1%,8,5%,-5,3%,-11%,?,0%,-3,4,13
CCOC(=O)N1CCC(NC(=O)c2cc(S(=O)(=O)N3CCCC3)cn2C)CC1,0%,15,-15%,-1,-3%,0%,-0.5%,6%,3,4,-6
Cc1ccc(CC(CC(=O)O)C(=O)Nc2ccc(Cl)cc2)cc1 (stereo not given),1%,-14,-8%,1,23%[11.5 µM],?,0.0%,-2%,3,-25,1
Cc1nc(N2CCOCC2)c2c(C)c(C(=O)Nc3ccc(F)cc3F)sc2n1,3%,18,-6%,?,-11%,-3%,0.1%,-1%,0,10,-3
COc1ccc(C(=O)CN2C(=O)NC3(CCc4ccccc43)C2=O)cc1 (stereo not given),1%,-4,13%,1,4%,·,0.4%,-1%,·,5,0
CCOC(=O)Nc1cc(OC)c(OC)cc1Cc1nccc2cc(OC)c(OC)cc12,0%,2,-4%,9,-7%,9%,-0.1%,-1%,0,21,-13
O=C(c1ccccc1-c1nc(-c2ccccc2)no1)N1CCOCC1,0%,-14,-4%,-2,2%,-15%,-0.6%,0%,-1,6,-7
CCOc1ccc(C(C)=O)cc1CN1C(=O)NC(C)(C2CC2)C1=O (stereo not given),3%,-12,36%[activator],3,-7%,-11%,-0.3%,5%,4,42[activator],-4

# Retrieved by structure from the entries so far:
SMILES,USP2a inh,KCNH2 3.1 block,MLL CXXC-DNA inh,TRPV1 agonist,PKM2 act,Menin MLL FP TR,B2AR arrestin,GALK inh,Coupling enz,Giardia killer,hERG WT inh
O=C(Nc1ccccc1)c1cccc(S(=O)(=O)Oc2ccc([N+](=O)[O-])cc2)c1,2%,-6,-1%,4,-2%,?,0.5%,1%,-2,-6,-15
Cc1ccc(C)c(NC(=S)NNC(=S)Nc2ccc(C(C)C)cc2)c1,-23%,-97*,3%,11,-3%,?,-0.4%,-4%,-9,4,-14

# (listing goes on)
SMILES,USP2a inh,KCNH2 3.1 block,MLL CXXC-DNA inh,TRPV1 agonist,PKM2 act,Menin MLL FP TR,B2AR arrestin,GALK inh,Coupling enz,Giardia killer,hERG WT inh
CCC(O)(CCN1CCCCC1)c1ccccc1 (stereo not given),-1%,2,2%,-7,2%,-12%,-0.1%,2%,-1,-11,6
COC(=O)c1ccc(C(c2c(N)n(Cc3ccccc3)c(=O)n(C)c2=O)N2CCOCC2)cc1 (stereo not given),-7%,4,-9%,-3,13µM*,11%,0.4%,1%,2,6,-6
CN1CCN(CCCNC(=O)c2ccc(Cn3c(=S)[nH]c4ccc(Br)cc4c3=O)cc2)CC1,-2%,0,-10%,1,-28%,-17%,0.1%,4%,1,2,5
CCC(Sc1ccc(Cl)cc1)C(=O)Nc1nnc(-c2cccc([N+](=O)[O-])c2)s1 (stereo not given),-2%,-46,13%,-2,5%,?,-0.5%,·,-1,-10,0
CCCn1ncc(CN2CCC(CO)(Cc3ccc(OC)cc3)CC2)c1C,-1%,23,3%,-3,-7%,2%,-0.4%,1%,4,32[activator],31
Cc1oncc1C(=O)NC1CCCCC1,3%,-12,10%,-2,0%,-1%,0.1%,-3%,2,1,-5
O=C(CC1SC(=O)N(Cc2cccc3ccccc23)C1=O)Nc1nccs1 (stereo not given),-1%,9,17%,·,9%,·,-0.2%,-2%,-1,-12,8
COCCNC(=O)CN(C(=O)CCC(=O)Nc1ccccn1)c1ccc(C)cc1,1%,1,-4%,-1,0%,5%,0.1%,-3%,-2,5,1
CCN1CCN(C(c2cccs2)C(C)NS(=O)(=O)c2ccc(C)cc2)CC1 (stereo not given),6%,-76*,8%,0,5%,-3%,0.1%,2%,0,-7,·
O=C(Nc1ccccc1)C1C2CCC3C(CCC21)C3(Cl)Cl (stereo not given),-4%,4,5%,?,1%,0%,-0.7%,0%,1,-21,0
Fc1ccccc1COc1ccc(Br)cc1CNCC1CCCO1 (stereo not given),7%,7,-10%,24,-6%,?,0.2%,4%,2,8,1
C[C@]12CCC(=O)C=C1CC[C@@H]1[C@@H]2[C@@H](O)C[C@]2(C=O)[C@@H](C(=O)CO)CC[C@@H]12,0%,-13,·,-3,·,·,0.0%,·,·,?,-5

# Part of the list above in order of length of the SMILES, rising.
SMILES,USP2a inh,KCNH2 3.1 block,MLL CXXC-DNA inh,TRPV1 agonist,PKM2 act,Menin MLL FP TR,B2AR arrestin,GALK inh,Coupling enz,Giardia killer,hERG WT inh
CCCn1ncc(CN2CCC(CO)(Cc3ccc(OC)cc3)CC2)c1C,-1%,23,3%,-3,-7%,2%,-0.4%,1%,4,32[activator],31
CCN1CCN(C(c2cccs2)C(C)NS(=O)(=O)c2ccc(C)cc2)CC1 (stereo not given),6%,-76*,8%,0,5%,-3%,0.1%,2%,0,-7,·
CCC(Sc1ccc(Cl)cc1)C(=O)Nc1nnc(-c2cccc([N+](=O)[O-])c2)s1 (stereo not given),-2%,-46,13%,-2,5%,?,-0.5%,·,-1,-10,0
CN1CCN(CCCNC(=O)c2ccc(Cn3c(=S)[nH]c4ccc(Br)cc4c3=O)cc2)CC1,-2%,0,-10%,1,-28%,-17%,0.1%,4%,1,2,5

# An excerpt; count on the stated rates, not on these rows.
